RGS7-Gao – modulates binding of RGS7 to human Galphao | P09471 | binding response (% of control), % at 10 µM | hit rate 0.35% among 220,000 | AID 1439 | Multiplexed bead flow cytometry; actives lie on both sides; in the data active = binding response below about 49% or above about 150%; inconclusive = no clear call, values can overlap the other calls; inactive = in between;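 note: fluorescent Galphao held in activated GDP-AlF4 state binding bead-coupled RGS7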
RGS4-Gao reg – human RGS4-Galphao interaction regulation; Multiplexed bead flow cytometry, RGS4-Galphao binding; actives lie on both sides; hit rate 0.33% among 220,000; AID 1415; P09471; binding response (% of control), % at 10 µM; in the data active = binding response below about 49% or above about 150%; inactive = in between;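 note: fluorescent Galphao activated with aluminum fluoride binding bead-coupled RGS4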
Bim-Bcl-B – human Bim-Bcl-B interaction inhibition | hit rate 0.073% among 190,000 | bead-based flow cytometry, Bim peptide-Bcl-B binding | AID 951 | inhibition, % at 10 µM | Q9HD36;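 note: 0% = tracer peptide without compound and 100% = reference inhibitor peptide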
Target sequence (Q9HD36 whole entry, looked up): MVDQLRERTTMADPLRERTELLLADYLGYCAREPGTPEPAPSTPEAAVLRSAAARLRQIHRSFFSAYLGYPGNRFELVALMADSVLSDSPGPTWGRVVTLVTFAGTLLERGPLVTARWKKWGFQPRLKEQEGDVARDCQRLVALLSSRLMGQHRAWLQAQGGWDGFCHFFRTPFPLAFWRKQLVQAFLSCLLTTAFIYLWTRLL
RGS8-Gao reg – modulates binding of RGS8 to human Galphao; multiplexed bead flow cytometry; actives lie on both sides; response (percent of control binding), % at 10 µM; AID 1423; P09471; hit rate 0.34% among 220,000; in the data active = response below about 60% or above about 140%; inactive = in between;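 note: Galphao activated as the GDP aluminium fluoride complex binding bead-coupled RGS8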
GSH bead fluor – compound fluoresces at 488/530 nm on GSH beads. fluorescence (KMESF) at 10 µM. GSH beads flow cytometry, compound fluorescence 488/530 nm; active compounds read high. hit rate 0.25% among 190,000; in the data active = fluorescence above about 89;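 note: glutathione beads carrying GST-tagged Bcl family fusion proteins plus one bare bead set; values are compound well signal with DMSO vehicle wells as background; inactives centre near 16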
Mcl1-Bid inh – Mcl-1/Bid interaction inhibition. Q07820. TR-FRET Mcl-1/Bid-Dy647 peptide binding, 1536-well. inhibition, % at 21.7 µM. hit rate 0.97% among 220,000;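 active = compounds that cut the binding signal by more than half at the single screening dose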;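 note: His-tagged Mcl-1 with europium anti-His antibody binding Bid BH3 peptide; 0% = Mcl-1 plus peptide wells and 100% = peptide-only wells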
Target sequence (Q07820 whole entry, looked up): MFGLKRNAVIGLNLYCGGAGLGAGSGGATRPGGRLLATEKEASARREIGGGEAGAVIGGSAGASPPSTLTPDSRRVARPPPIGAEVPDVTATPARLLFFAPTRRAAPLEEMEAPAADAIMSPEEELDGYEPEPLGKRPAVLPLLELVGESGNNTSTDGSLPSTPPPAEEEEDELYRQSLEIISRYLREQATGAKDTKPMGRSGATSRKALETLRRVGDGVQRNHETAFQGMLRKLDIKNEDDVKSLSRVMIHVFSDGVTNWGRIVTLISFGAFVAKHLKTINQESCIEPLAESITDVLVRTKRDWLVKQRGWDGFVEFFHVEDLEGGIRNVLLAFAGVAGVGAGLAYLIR
Bim-Mcl-1 – human Bim-Mcl-1 interaction inhibition. inhibition, % at 10 µM. Q07820. Bead-based flow cytometry, Bim peptide-Mcl-1 binding. hit rate 0.1% among 190,000;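 note: 0% = no compound tracer wells and 100% = peptide blocker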
Bfl-1 Bim block – human Bim-Bfl-1 interaction inhibition; Q16548; Bead-based flow cytometry, Bim-Bfl-1 binding inhibition; inhibition, % at 10 µM; hit rate 0.12% among 190,000; AID 1008;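 note: 0% = wells without compound plus tracer and 100% = blocker peptide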
Bim-Bcl-XL – disrupts Bim peptide binding to human Bcl-XL; inhibition, % at 10 µM; bead flow cytometry, fluorescence; hit rate 0.04% among 190,000; Q07817
Target sequence (Q07817 whole entry, looked up): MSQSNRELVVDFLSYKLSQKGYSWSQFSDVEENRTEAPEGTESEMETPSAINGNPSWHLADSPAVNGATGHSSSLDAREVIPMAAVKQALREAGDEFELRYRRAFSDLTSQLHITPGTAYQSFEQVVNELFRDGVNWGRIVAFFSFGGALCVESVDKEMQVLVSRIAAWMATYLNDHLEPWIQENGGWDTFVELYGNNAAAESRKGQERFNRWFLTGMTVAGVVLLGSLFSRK
Bcl-2 Bim block – disrupts Bim peptide binding to human Bcl-2; Bead-based flow cytometry, Bim peptide-Bcl-2 binding; inhibition, % at 10 µM; hit rate 0.06% among 190,000; in the data active = inhibition above about 40%; inconclusive = no clear call, values can overlap the other calls;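 note: 0% = no compound wells with probe peptide and 100% = reference peptide inhibitor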
Bim-Bcl-W – disrupts Bim peptide binding to human Bcl-W | bead-based flow cytometry | hit rate 0.02% among 190,000 | inhibition, % at 10 µM | Q92843;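 note: 0% = bound tracer without compound and 100% = peptide blocker; higher means less fluorescent Bim peptide bound to Bcl-W beads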
Numbers without * were called inactive; ? = inconclusive. Cut-off read from the data, not from the text of the source, unless noted: active = inhibition above about 40%.

Bfl-1 Bim block,Mcl1-Bid inh,Bim-Bcl-W,Bim-Bcl-XL,RGS7-Gao,RGS4-Gao reg,RGS8-Gao reg,Bim-Bcl-B,Bim-Mcl-1,GSH bead fluor,Bcl-2 Bim block,canonical_smiles
-2,-53,0,0,99,102,102,-2,23,8,0,COc1ccc(-n2c(C)cc(C(=O)NC3CCCCC3)c2C)cc1
1,-46,-1,-1,99,98,100,0,0,6,0,CC(C)[C@H](NC(=O)c1ccccc1)C(=O)OCC(=O)N1CCCc2ccccc21
-5,-14,-5,0,100,99,102,-2,-4,24,-6,COc1cccc(/C=C(/C(=O)OCC(=O)NCC2CCCO2)c2ccccc2)c1 (stereo not drawn)
0,-20,0,-1,98,100,98,-1,0,5,-1,Cc1cccc(NC(=O)CC23CC4CC(C2)CC(n2nnc(C)n2)(C4)C3)c1
-1,-3,-2,-4,97,99,99,-1,-1,11,-1,O=C(Nc1ccc(Br)cc1Cl)c1cnccn1
-4,-39,-5,-6,?,91,95,-3,-1,15,-2,COCCn1c(C)cc(C(=O)COC(=O)c2ccc([N+](=O)[O-])o2)c1C
-8,6,0,2,101,105,105,-2,0,10,0,CS(=O)(=O)N(CC(=O)N1CCCC1)c1cc(C(F)(F)F)ccc1Cl
0,-99,-1,-2,99,103,100,0,0,14,1,O=C(NC(=S)Nc1ccc2c(c1)OCO2)c1ccccc1
0,6,0,5,104,106,105,3,1,8,8,O=C(/C=C/c1ccc(Cl)cc1)Nn1c(-c2cccs2)nc2ccccc2c1=O
-6,-36,-1,-4,?,105,100,-4,-2,19,0,CCN1CCN(CC(=O)N2N=C(c3cccs3)CC2c2ccc(C)cc2)C(=O)C1=O (stereo not drawn)
-6,-32,1,-2,95,97,98,-1,1,10,0,CCCCCN1CC(O)=C(c2nc3ccccc3[nH]2)C1=N
3,-13,-1,-4,107,102,106,-8,-24,13,0,CCOC(=O)N1CCN(C(=O)c2ccc3c(=O)n(-c4ccccc4F)c(=S)[nH]c3c2)CC1
-8,6,-6,-6,94,99,99,-8,-4,13,-6,Cc1cc(C)n(-c2ccc(C(=O)OCC(=O)Nc3ccccc3[N+](=O)[O-])cc2)n1
-4,8,1,4,101,102,104,-5,1,23,-6,CC(Oc1ccc(Cl)cc1)c1ccnn1S(=O)(=O)c1ccccc1 (stereo not drawn)
-1,9,0,-2,105,105,104,-4,0,11,-3,CC(=O)CSc1nnc(Cc2ccc([N+](=O)[O-])cc2)o1
2,5,2,1,101,99,103,1,2,8,4,CCOc1cc(C2CC(=O)c3c(ccc4ccccc34)N2)ccc1O (stereo not drawn)
-3,-3,1,13,?,102,104,11,26,12,5,O=C(CSc1ccc2nnc(CCNC(=O)c3ccccc3)n2n1)Nc1ccccc1
-6,-34,-5,-8,99,100,100,-6,-2,16,-6,Cc1sc(N/N=C/c2cccs2)nc1-c1ccccc1
1,-1,-1,-2,109,108,109,-1,-3,25,1,CNc1nc(C)cc(C)c1S(=O)(=O)c1ccc(C)cc1
-15,-55,-4,-9,103,105,99,-13,0,12,-7,COc1ccc(/C=N/N2CCN(C3c4ccccc4-c4ccccc43)CC2)cc1O

Bfl-1 Bim block,Mcl1-Bid inh,Bim-Bcl-W,Bim-Bcl-XL,RGS7-Gao,RGS4-Gao reg,RGS8-Gao reg,Bim-Bcl-B,Bim-Mcl-1,GSH bead fluor,Bcl-2 Bim block,canonical_smiles
-3,-13,-2,-2,107,103,100,-4,0,13,-3,CCCN1CCN(C(=O)Cn2c(=O)oc3cc(S(=O)(=O)NCc4ccccc4)ccc32)CC1
1,-26,-1,0,99,101,97,0,0,10,0,O=C(NC1C(=O)NNC1c1ccccc1)c1ccc(F)cc1 (stereo not drawn)
0,-18,-2,-5,94,95,97,-5,-1,14,0,O=C(CSc1nnc(SCc2ccc(Cl)cc2)s1)c1ccc2c(c1)OCO2
-6,-32,-3,-7,102,100,101,-7,-4,14,-5,c1ccc(-c2ccc(-c3[nH]ncc3CN3CCC(N4CCSCC4)CC3)cc2)cc1
-3,-36,-1,-3,94,95,98,-4,2,29,-3,COc1ccc(O)c(/C=N/NC(=O)CSc2nnc(C)n2-c2ccccc2)c1
-6,-5,-1,0,93,96,94,-1,0,11,-3,O=C(Nc1ccc(OC(F)F)cc1)c1ccccn1
-3,-9,-2,-4,101,100,101,-3,-6,21,-4,CCCc1cc(=O)[nH]c(SCC(=O)NC(=O)c2ccccc2)n1
-14,-9,0,-5,100,98,101,-7,-3,38,-6,COc1ccc2c(CC(=O)OCC(=O)NC(=O)c3cccn3C)coc2c1
-9,-8,-8,-9,94,99,99,-8,-1,14,-10,COc1ccc(S(=O)(=O)Cc2ccc(C(=O)N3CCN(Cc4ccccc4)CC3)o2)cc1
-9,-4,-5,-8,102,102,106,-13,-2,9,-1,CCOc1ccc(-n2c(SCC(=O)Nc3ccccc3CC)nc3n[nH]c(C)c3c2=N)cc1
-12,-30,1,-3,96,96,98,-9,0,25,-9,CC1(C)CC(=O)C2=C(C1)Nc1ccccc1NC2c1nc2ccccc2[nH]1 (stereo not drawn)
0,-2,0,-2,110,101,99,-2,-2,16,-4,COc1ccc2[nH]c(=O)c(CN(Cc3ccccc3OC)Cc3nnnn3CC3CCCO3)cc2c1 (stereo not drawn)
0,-2,-2,-2,99,101,100,-3,-4,24,-1,CCOc1ccc(OCC)c(NC(=O)CSc2nc3cccnc3n2C)c1
-11,-45,-2,-1,93,96,96,-3,2,16,-4,Cc1ccc(NC(=O)c2sc(Cl)nc2-c2ccccc2)cc1C
-5,-46,-7,-9,100,99,97,-9,-3,16,-3,Cc1noc(C)c1CN(C(=S)NC1CC1)c1ccccc1
0,10,-3,4,106,106,139,-2,-1,43,1,CCCOc1ccc(C(=O)NC(C)C(=O)O)cc1 (stereo not drawn)
0,-11,-4,-3,101,103,99,-8,-3,21,1,Cc1cccc(C)c1Nc1nnc(SC(C)C(=O)Nc2c(C)n(C)n(-c3ccccc3)c2=O)s1 (stereo not drawn)
-3,-7,-3,-6,101,99,102,-3,-2,24,-6,Cc1cc(NC(=O)CSc2nc(C3CC3)nc3sc(C)c(C)c23)no1
-9,-5,0,-9,102,95,102,-9,0,39,-6,Cc1ccc(C)c(-n2c(SCC(=O)Nc3nnc(C)s3)nnc2-c2ccoc2C)c1
1,-78,4,4,94,86,95,20,-1,11,0,Nc1ccc(N2CCN(C(=O)c3ccco3)CC2)cc1

Bfl-1 Bim block,Mcl1-Bid inh,Bim-Bcl-W,Bim-Bcl-XL,RGS7-Gao,RGS4-Gao reg,RGS8-Gao reg,Bim-Bcl-B,Bim-Mcl-1,GSH bead fluor,Bcl-2 Bim block,canonical_smiles
-16,-21,0,2,101,103,102,-9,-1,32,-9,O=C1CC(c2ccccc2)CC(O)=C1C=NCc1ccc(Cl)cc1 (stereo not drawn)
5,-33,5,1,90,88,86,3,0,7,7,Nc1ccc(C(=O)OCC(=O)Nc2ccc3c(c2)OCO3)cc1[N+](=O)[O-]
-14,4,0,-5,103,106,103,-10,-3,27,-6,CN(C)C(=O)c1ccc(NC(=O)c2cncc(Br)c2)cc1
-1,2,0,-1,104,104,101,-1,-3,13,-3,CCN(CC)C(NC(=O)Cc1ccccc1)C(Cl)(Cl)Cl (stereo not drawn)
0,7,-10,-9,102,102,101,2,10,16,0,O=C(CCn1c(=O)[nH]c2ccsc2c1=O)N(CCc1ccccc1)Cc1ccccc1
-9,-32,-6,-4,105,101,102,-4,-3,12,-5,COc1ccccc1N1CCN(Cc2nc(-c3ccc(F)cc3)oc2C)CC1
8,-11,-1,-2,98,94,96,5,-5,17,5,CC1CN(C(=O)C2CC2)C(C)CN1C(=O)C1CC1 (stereo not drawn)
-7,-39,-3,-3,88,91,97,-4,3,14,4,CC(C)CN(C)C(=O)CCc1nnc(Cc2ccc(-c3ccccc3)cc2)o1

A second format for some results above.
compound	Bfl-1 Bim block	Mcl1-Bid inh	Bim-Bcl-W	Bim-Bcl-XL	RGS7-Gao	RGS4-Gao reg	RGS8-Gao reg	Bim-Bcl-B	Bim-Mcl-1	GSH bead fluor	Bcl-2 Bim block
CCOC(=O)N1CCN(C(=O)c2ccc3c(=O)n(-c4ccccc4F)c(=S)[nH]c3c2)CC1	3	-13	-1	-4	107	102	106	-8	-24	13	0
Cc1cc(C)n(-c2ccc(C(=O)OCC(=O)Nc3ccccc3[N+](=O)[O-])cc2)n1	-8	6	-6	-6	94	99	99	-8	-4	13	-6
CC(Oc1ccc(Cl)cc1)c1ccnn1S(=O)(=O)c1ccccc1 (stereo not drawn)	-4	8	1	4	101	102	104	-5	1	23	-6
CC(=O)CSc1nnc(Cc2ccc([N+](=O)[O-])cc2)o1	-1	9	0	-2	105	105	104	-4	0	11	-3
CCOc1cc(C2CC(=O)c3c(ccc4ccccc34)N2)ccc1O (stereo not drawn)	2	5	2	1	101	99	103	1	2	8	4
O=C(CSc1ccc2nnc(CCNC(=O)c3ccccc3)n2n1)Nc1ccccc1	-3	-3	1	13	?	102	104	11	26	12	5
Cc1sc(N/N=C/c2cccs2)nc1-c1ccccc1	-6	-34	-5	-8	99	100	100	-6	-2	16	-6
CNc1nc(C)cc(C)c1S(=O)(=O)c1ccc(C)cc1	1	-1	-1	-2	109	108	109	-1	-3	25	1
COc1ccc(/C=N/N2CCN(C3c4ccccc4-c4ccccc43)CC2)cc1O	-15	-55	-4	-9	103	105	99	-13	0	12	-7
CCCN1CCN(C(=O)Cn2c(=O)oc3cc(S(=O)(=O)NCc4ccccc4)ccc32)CC1	-3	-13	-2	-2	107	103	100	-4	0	13	-3
O=C(NC1C(=O)NNC1c1ccccc1)c1ccc(F)cc1 (stereo not drawn)	1	-26	-1	0	99	101	97	0	0	10	0

Not a hit list (roughly 1.8% active in at least one column).
